# Bioassay records (PubChem BioAssay)
# Cav32 inh – blocks human Cav3.2 T-type calcium channel. Cav3.2-expressing cells, Fluo-4 calcium fluorescence FDSS; stronger effect = lower value. O95180. AID 449739. 100,000 tested, 4% active. B-score at 10 µM;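 active means single-dose well whose peak fluorescence ratio is a statistical outlier from its plate by either plate-standardised score or position-corrected B-score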
# Target sequence (O95180 whole entry, looked up): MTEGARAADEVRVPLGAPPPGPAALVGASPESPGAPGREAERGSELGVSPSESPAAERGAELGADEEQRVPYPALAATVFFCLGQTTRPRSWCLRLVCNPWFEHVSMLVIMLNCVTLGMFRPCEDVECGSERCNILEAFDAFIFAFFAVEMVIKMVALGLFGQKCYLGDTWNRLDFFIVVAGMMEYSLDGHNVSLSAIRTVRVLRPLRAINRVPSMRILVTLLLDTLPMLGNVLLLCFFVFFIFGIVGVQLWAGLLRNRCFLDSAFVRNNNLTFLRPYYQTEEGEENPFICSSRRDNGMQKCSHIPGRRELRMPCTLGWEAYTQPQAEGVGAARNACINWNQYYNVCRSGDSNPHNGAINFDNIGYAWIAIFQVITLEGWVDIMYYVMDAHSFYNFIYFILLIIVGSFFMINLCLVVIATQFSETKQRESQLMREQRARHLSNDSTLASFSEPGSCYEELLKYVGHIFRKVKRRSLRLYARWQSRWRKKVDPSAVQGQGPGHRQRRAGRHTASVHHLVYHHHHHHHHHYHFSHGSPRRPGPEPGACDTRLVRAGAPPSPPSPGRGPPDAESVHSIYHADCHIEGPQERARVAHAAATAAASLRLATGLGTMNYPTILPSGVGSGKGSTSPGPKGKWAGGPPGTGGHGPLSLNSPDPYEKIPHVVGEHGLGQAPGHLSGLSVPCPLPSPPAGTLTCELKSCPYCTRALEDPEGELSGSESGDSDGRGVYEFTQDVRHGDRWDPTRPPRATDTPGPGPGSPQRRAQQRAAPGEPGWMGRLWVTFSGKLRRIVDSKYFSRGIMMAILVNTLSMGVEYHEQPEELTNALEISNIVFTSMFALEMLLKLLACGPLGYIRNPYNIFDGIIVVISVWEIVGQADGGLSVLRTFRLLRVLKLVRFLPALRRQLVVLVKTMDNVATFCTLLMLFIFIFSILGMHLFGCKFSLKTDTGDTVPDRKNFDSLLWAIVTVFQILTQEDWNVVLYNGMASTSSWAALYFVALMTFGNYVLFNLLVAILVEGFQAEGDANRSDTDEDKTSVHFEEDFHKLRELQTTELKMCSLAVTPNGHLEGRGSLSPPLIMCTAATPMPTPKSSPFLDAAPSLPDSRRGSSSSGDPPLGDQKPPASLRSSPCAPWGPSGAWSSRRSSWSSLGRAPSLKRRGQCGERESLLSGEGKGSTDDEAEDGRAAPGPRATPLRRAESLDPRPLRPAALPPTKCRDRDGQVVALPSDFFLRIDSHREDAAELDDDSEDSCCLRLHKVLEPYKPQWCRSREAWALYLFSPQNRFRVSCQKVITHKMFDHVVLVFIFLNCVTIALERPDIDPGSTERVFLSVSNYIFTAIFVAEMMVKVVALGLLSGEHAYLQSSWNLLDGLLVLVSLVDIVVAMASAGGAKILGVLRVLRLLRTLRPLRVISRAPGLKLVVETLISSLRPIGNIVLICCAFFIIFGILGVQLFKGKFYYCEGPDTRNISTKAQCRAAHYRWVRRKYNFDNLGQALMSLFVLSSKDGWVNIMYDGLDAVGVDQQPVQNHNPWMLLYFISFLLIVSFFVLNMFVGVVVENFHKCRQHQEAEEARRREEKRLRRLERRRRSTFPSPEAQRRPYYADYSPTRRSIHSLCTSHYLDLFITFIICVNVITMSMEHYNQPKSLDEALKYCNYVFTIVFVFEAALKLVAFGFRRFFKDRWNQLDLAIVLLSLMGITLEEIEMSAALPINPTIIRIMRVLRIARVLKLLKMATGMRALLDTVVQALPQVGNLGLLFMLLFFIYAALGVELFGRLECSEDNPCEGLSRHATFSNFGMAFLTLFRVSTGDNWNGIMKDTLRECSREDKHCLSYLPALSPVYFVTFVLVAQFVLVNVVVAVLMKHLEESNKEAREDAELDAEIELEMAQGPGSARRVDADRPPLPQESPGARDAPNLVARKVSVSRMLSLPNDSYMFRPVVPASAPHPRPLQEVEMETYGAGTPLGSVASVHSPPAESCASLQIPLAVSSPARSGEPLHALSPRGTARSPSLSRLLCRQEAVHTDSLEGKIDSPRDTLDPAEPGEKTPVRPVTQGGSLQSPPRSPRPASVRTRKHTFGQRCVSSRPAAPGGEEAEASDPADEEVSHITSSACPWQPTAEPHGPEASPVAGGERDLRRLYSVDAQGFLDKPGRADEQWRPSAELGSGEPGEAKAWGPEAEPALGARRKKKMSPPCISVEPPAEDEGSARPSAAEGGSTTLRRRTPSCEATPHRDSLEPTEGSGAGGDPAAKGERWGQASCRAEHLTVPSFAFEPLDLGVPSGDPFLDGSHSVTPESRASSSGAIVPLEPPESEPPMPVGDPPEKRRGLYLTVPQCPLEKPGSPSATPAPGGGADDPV
# Starred values were filed as active, the others as inactive. Some of the compounds tested; the hit share may differ from the screen's.
SMILES,Cav32 inh
COc1ccc(NC(=O)c2ccco2)cc1NC(=O)c1cccc(OC(C)C)c1,-5.6*
Cc1ccc(-n2c(SCC(=O)Nc3ccc4c(c3)OCO4)nnc2-c2cccs2)cc1,-1.5
O=C(NC1CCCCCCC1)c1ccc(CNc2c(N3CCOCC3)c(=O)c2=O)cc1,-0.6
O=C(c1cc(-c2ccc(Cl)cc2)on1)N1CCOCC1,1.3
NC(=O)C[C@@H]1N[C@]2(C(=O)Nc3ccccc32)[C@@H]2C(=O)N(c3cc(C(F)(F)F)ccc3Cl)C(=O)[C@H]12,0.64
Cn1c(CCc2ccccc2)nnc1SCC(=O)N1CCOCC1,-0.6
CCOC(=O)CNC(=O)CSc1nnc(-c2ccccc2OC)n1CC,0.53
COn1c(-c2ccccc2)nc2c1CCc1nonc1-2,-0.0059
COCCN1C(=O)N[C@@H](c2ccccc2)[C@H](C(=O)OC)[C@H]1C,-1
COc1cc(C(=O)O/N=C(\N)c2ccncc2)cc(OC)c1OC,1.1
O=S(=O)(N1CCOCC1)N1CCN(c2ccccc2F)CC1,-0.34
CCC(C)[C@H](NC(=O)Nc1cccc(Cl)c1)C(=O)O (stereo not given in full),0.94
Cc1ccc(S(=O)(=O)N2CCOCC2)cc1C(=O)N1c2ccccc2Sc2ccccc21,-4.2*
NC(=O)CC[C@@H]1NC(=O)[C@H](CO)NC(=O)c2cc([N+](=O)[O-])cc(I)c2NCCCC[C@@H](C(N)=O)NC(=O)[C@H](Cc2ccc(O)cc2)NC1=O,1.2
O=C(CCc1nc(-c2ccccc2F)no1)NCCN1CCc2ccccc2C1,-3.4
CCNc1nc(OCCNS(=O)(=O)c2cc(C)ccc2C)nc(N(C)C)n1,0.73
CCOC(=O)N1CCN(C(=S)NC(C)(C)C)CC1,-1.6
Cc1cc(NC(=O)CSc2nc3ccccc3c(=O)n2Cc2ccccc2)no1,-0.027
Cc1ccc(-c2noc(-c3ccccc3C(=O)N3CCN(C)CC3)n2)cc1,-0.84
O=c1c2ccccc2ncn1CCCOc1ccccc1[N+](=O)[O-],0.55
CCOC(=O)c1ccc(NC(=O)c2cccc(S(=O)(=O)N3CCOCC3)c2)cc1,-0.37
O=C(Nc1ncccn1)c1cccs1,-0.28
O=C(CSc1nc(-c2ccco2)cc(C(F)(F)F)n1)Nc1ccccc1C(F)(F)F,-0.27
CC1(C)CC(CC(=O)Nc2ccccn2)C(=O)O1 (stereo not given),-0.79
Cc1nn(C)cc1CNC(=O)COc1ccc(Cl)cc1Cl,1
CCC(=O)c1ccc(OCC(=O)N2CCc3cc(OC)c(OC)cc3C2)cc1,0.0067
Cc1csc(NC(=O)C2CCC(C)(C(=O)O)C2(C)C)n1 (stereo not given),-0.32
O=C(CCC1CCCC1)N[C@@H](Cc1ccc(O)cc1)C(=O)O,1.2
CCN1CCN(C(c2cccs2)C(C)NS(=O)(=O)c2ccccc2)CC1 (stereo not given),0.13
O=C(N/N=C/c1ccc(OC2CSC2)cc1)c1ccccc1,0.93
CCc1ccccc1NC(=S)NC1CC2CCC(C1)N2Cc1ccco1 (stereo not given),0.65
CCOC(=O)c1sc(NS(=O)(=O)c2cc(C)ccc2C)nc1C,-3
O=C(Nc1ccc2nn(-c3ccccc3)nc2c1)c1cccnc1,-0.53
CC(=NCc1ccc2c(c1)OCO2)C1=C(O)c2ccccc2C1=O,-0.68
CCN(CC)CCCNC(=O)c1sc2nc(-c3ccc(F)cc3)cn2c1C,-0.43
CCc1ccc2[nH]c(=O)c(C3C(C#N)=C(N)Oc4c3ccc3cccnc43)cc2c1 (stereo not given),-1.2
Cc1cc(N2CCOCC2)ncc1[N+](=O)[O-],0.31
CC1CN(c2nc3ccccc3nc2C(C#N)C(=O)NC2CCCCC2)CC(C)O1 (stereo not given),0.85
CCOC(=O)N1CCN(c2c(NCC3CCN(Cc4cccc(C)c4)CC3)c(=O)c2=O)CC1,-0.18
COCCN(CC(=O)NC1CCCCC1)C(=O)CSc1nc2ccccc2o1,1.4
CCOc1ccc(C(O)Cn2c(=N)n(CCN3CCCCC3)c3ccccc32)cc1 (stereo not given),-1.6
CCOC(=O)C(NC(=O)CC)(Nc1sc2c(c1C(=O)OC)CCN(C)C2)C(F)(F)F (stereo not given),0.0095
COc1ccc(/C=N/NC(=O)c2ccccc2O)cc1Cn1cc(Cl)cn1,0.32
Cc1ccccc1C(=O)Oc1ccccc1C(=O)N1CCOCC1,-0.017
Cc1ccccc1SCc1noc(C(=O)NC(C)C)c1C(=O)O,1.9
CC(Oc1ccc(Cl)cc1Cl)C(=O)Nc1ncccn1 (stereo not given),-0.053
COc1ccc(-n2nnnc2Sc2ccc(S(=O)(=O)N3CCOCC3)cn2)cc1,1.5
CCc1noc(N)c1C(=O)Nc1ccc(F)c(Cl)c1,0.98
CN(C)c1nc2ccccc2c(N)c1-c1ccccc1,-1.7
COC(=O)c1[nH]c2ccccc2c1NC(=O)CN1CCCCCC1,-1.4
Cc1ccc(C)c(C(=O)CSc2nnnn2-c2cccnc2)c1,-1.2
Cc1ccc2nc(Cc3ccc(N)cc3)oc2c1,-0.78
Cc1ccc(S(=O)(=O)N(C)CC(=O)N2CCCC2)cc1,-1.2
Cc1cc(SCC(=O)N2CCCC2)nc2ccccc12,0.34
COC(=O)c1ccc(C2NC(C(=O)O)CS2)cc1 (stereo not given),0.21
O=C(CSc1nnc2ccccn12)Nc1ncc(Cl)cc1Cl,0.12
CC(O)(CS(=O)(=O)Cc1cccc(C(F)(F)F)c1)C(=O)Nc1cccc(C(F)(F)F)c1 (stereo not given),-2.5
O=C(O)c1c(Cl)c(Cl)c(Cl)c(Cl)c1C(=O)N1CCCC1,0.23
Cc1cc(C)c2cc(CN(Cc3cccnc3)C(=O)c3ccc(F)cc3)c(Cl)nc2c1,-1.1
CC(=O)NC12CC3CC(C1)CC(C(=O)OCC(=O)Nc1ncc(Cl)cc1Cl)(C3)C2,-0.12

# The last 2 entries of the part above are carried over, then new ones follow:
SMILES,Cav32 inh
Cc1cc(C)c2cc(CN(Cc3cccnc3)C(=O)c3ccc(F)cc3)c(Cl)nc2c1,-1.1
CC(=O)NC12CC3CC(C1)CC(C(=O)OCC(=O)Nc1ncc(Cl)cc1Cl)(C3)C2,-0.12
Cc1ccc(S(=O)(=O)CC(=O)c2ccc(C)c([N+](=O)[O-])c2)cc1,0.2
COc1cc(C(=O)N2CCC(NC(=O)C(Cc3ccc(C(C)C)cc3)NC(C)=O)CC2)cc(OC)c1OC (stereo not given),-0.17
Cc1cc(C)cc(N(CC(=O)NCc2ccco2)C(=O)c2snc(C(N)=O)c2N)c1,0.047
Cn1cccc1Cc1nnc(SCC(=O)NCc2ccccc2Cl)n1-c1ccc(F)cc1,-3.7
CCOc1ccc2c(c1)c1nnc(SCC3CCCO3)nc1n2C (stereo not given),1.5
COc1c(Cl)cc(-c2noc(C)c2C(=O)NCCc2ccc(C)cc2)cc1Cl,-1.4
Cc1cccc(NC(=O)CN2C(=O)COc3ccc(Cl)cc32)c1,-3.5
O=C(CSc1cccc2cccnc12)N1CCCC1,0.37
CN(C)CCN(Cc1ccc(Cl)cc1)c1ccccn1,-2.1
COc1ccc(NC(=O)c2ccc3snnc3c2)cc1,-1.1
Cc1ccc(Cn2c(S(=O)(=O)O)nc3ccccc32)cc1,0.1
O=C(NCC1CCCO1)C1CCCN(c2ncccn2)C1 (stereo not given),0.89
CC1CCCCC1NC(=O)CSc1nnc(N)s1 (stereo not given),0.15
O=C(CCN1C(=O)COc2ccccc21)N1CCCCC1,0.68
CC(=O)C1=C(C)NC(SCC(=O)c2ccccc2)=C(C#N)C1c1ccco1 (stereo not given),0.86

# 6 of the entries above in order of their number in Cav32 inh, lowest first:
mol | Cav32 inh
Cn1cccc1Cc1nnc(SCC(=O)NCc2ccccc2Cl)n1-c1ccc(F)cc1 | -3.7
COc1c(Cl)cc(-c2noc(C)c2C(=O)NCCc2ccc(C)cc2)cc1Cl | -1.4
CC1CCCCC1NC(=O)CSc1nnc(N)s1 (stereo not given) | 0.15
Cc1ccc(S(=O)(=O)CC(=O)c2ccc(C)c([N+](=O)[O-])c2)cc1 | 0.2
CC(=O)C1=C(C)NC(SCC(=O)c2ccccc2)=C(C#N)C1c1ccco1 (stereo not given) | 0.86
O=C(NCC1CCCO1)C1CCCN(c2ncccn2)C1 (stereo not given) | 0.89

# The listing continues.
SMILES,Cav32 inh
CC1CCCC(NC(=O)CSc2nnc(N)s2)C1C (stereo not given),0.51
COc1ccc(C2C(C(=O)OCC3CCCO3)=C(C)NC3=C2C(=O)CC(c2ccco2)C3)cc1O (stereo not given),0.027
O=C(NCc1cccc(C(F)(F)F)c1)c1cc(-c2ccccc2)nn1CC1CC(c2cccnc2)=NO1 (stereo not given),-2.7
CCCCCCC(=O)Nc1nc(C)c(-c2csc(Nc3ccccc3OC)n2)s1,-0.4
COc1ccc(-c2c(C(C)=O)c(C)nc3sc4c(c23)NC(c2ccccc2)NC4=O)cc1 (stereo not given),1.2
Cc1ccc2c(c1)nnn2C1CCN(S(=O)(=O)c2ccc(C(=O)N(C)C3CCCCC3)cc2)CC1,0.97
O=C(c1ccco1)n1c(=S)nc2ccccn21,1.6
CC(=O)Nc1ccc(C2Nc3ccccc3C(=O)N2C2CCCCC2)cc1 (stereo not given),0.13
O=[N+]([O-])c1ccc(NCCNc2ccc(Cl)nn2)cc1,-0.21
COC(=O)c1c(F)c(F)c(N2CCOCC2)c(F)c1F,0.038
CCN(CC)Cc1c(CC(C)C)oc(C)c1C(=O)O,-0.034
CCN(CC(=O)NCc1ccccn1)S(=O)(=O)c1ccc(Cl)cc1,1.6
O=C(CSc1ccc2nnc(-c3cccnc3)n2n1)NCC1CCCO1 (stereo not given),0.45
CC1(C)CC(=O)C2=C(C1)NC(=O)CC2c1cc2c(cc1Br)OCO2 (stereo not given),0.41
COc1cc(OC)cc(C(=O)Nc2ccccc2NC(C)=O)c1,1.4
Cc1cnc(NC(=O)CSc2c(Cl)cccc2Cl)s1,-0.47
CCCCNC(=S)N(C)/N=C/c1ccccc1C(=O)O,0.28
COC(=O)c1ccc(COc2ccc(C3C4=C(CCCC4=O)Nc4onc(C)c43)cc2)cc1 (stereo not given),0.42
O=C(Nc1ccc(O)c2c(=O)cc(-c3ccccc3Cl)oc12)c1cccs1,1.5
CCOC(=O)c1sc(NC(=O)c2ccc(Br)o2)cc1C,-0.94
COc1ccc(NS(=O)(=O)CC23CCC(CC2=O)C3(C)C)cc1 (stereo not given),0.19
O=C1CC(O)(c2ccccc2)C(c2ccccc2)=C1c1ccccc1 (stereo not given),-5*
Cc1cc(C)c(NC(=O)CCCN2CCOCC2)c(C)c1,-2.4
O=C(Cc1ccccc1)n1nc(-c2ccco2)nc1SCc1ccccc1,0.89
COc1ccc(NC2CC(=O)N(CCc3ccccc3)C2=O)cc1 (stereo not given),0.92
O=C(Nc1ncnc2sc3c(c12)CCCCC3)c1ccco1,-0.35
CC1(c2nnc(-c3cccc(Cl)c3)o2)CC(c2cccc(Cl)c2)=NO1 (stereo not given),0.59
CCOc1ccc(CCNC(=O)C2CCCN(c3nn4c(=O)cc(C)nc4s3)C2)cc1 (stereo not given),2.5
CC(C)(C)C(=O)Nc1ccc(C(=O)NNC(=O)Cc2ccccc2)cc1,-0.035
CCS(=O)(=O)NCCCCc1ccccc1,0.3

# In the list so far, these contain a tert-butyl group.
SMILES,Cav32 inh
CCOC(=O)N1CCN(C(=S)NC(C)(C)C)CC1,-1.6
CC(C)(C)C(=O)Nc1ccc(C(=O)NNC(=O)Cc2ccccc2)cc1,-0.035

# (continued)
SMILES,Cav32 inh
Cn1c(-c2ccccc2O)cc2ccccc21,-0.39
CNc1nc(SC)nc(N2CCOCC2)n1,-0.0021
Cc1cc(C(=O)Nc2cccnc2)no1,-1.7
O=C(NCc1cccnc1)c1ccc(CS(=O)(=O)Cc2ccc(Cl)cc2)o1,0.21
CSc1ccc(S(=O)(=O)Nc2ccc(N3CCOCC3)c(Cl)c2)cc1,-3.7
O=C(NC1CCS(=O)(=O)C1)Oc1ccc(Cl)cc1 (stereo not given),-0.88
Cc1cccnc1NC(=O)COc1ccc2oc3c(c2c1)CCCC3,-5.6*
O=C(O)COc1cccc2ccccc12,0.77
Cc1ccc(Cn2ccc(NC(=O)c3nc4ncccn4n3)n2)cc1,0.32
CCOc1ncccc1C(=O)Nc1ccc2c(C)cc(=O)oc2c1,-0.055
O=C(Cn1cc2c(n1)CCCC2)NC1CCCCCC1,0.27
CCOc1ccc(N(C)S(=O)(=O)c2ccc3[nH]cc(C(=O)NCC4CCCO4)c(=O)c3c2)cc1 (stereo not given),0.19
Cc1c(NC(=O)CN2CCN(C(c3ccccc3)c3ccccc3)CC2)c(=O)n(-c2ccccc2)n1C,0.036
COc1cc(NC(=O)CN(C)S(=O)(=O)c2ccc(C)cc2)cc(OC)c1,-0.51
Cc1cc(C)c(C2C(C#N)=C(N)Oc3n[nH]c(C)c32)cc1CN1CCCC1 (stereo not given),-0.057

# Ordered by molecular weight (largest number first): some entries from above
SMILES,Cav32 inh
Cc1c(NC(=O)CN2CCN(C(c3ccccc3)c3ccccc3)CC2)c(=O)n(-c2ccccc2)n1C,0.036
Cc1cc(C)c(C2C(C#N)=C(N)Oc3n[nH]c(C)c32)cc1CN1CCCC1 (stereo not given),-0.057
Cc1cccnc1NC(=O)COc1ccc2oc3c(c2c1)CCCC3,-5.6*
CCOc1ncccc1C(=O)Nc1ccc2c(C)cc(=O)oc2c1,-0.055
CNc1nc(SC)nc(N2CCOCC2)n1,-0.0021

# Additional structures follow:
SMILES,Cav32 inh
Cc1nn(-c2ccccc2)c(C)c1C1C(C#N)=C(N)Oc2n[nH]c(C)c21 (stereo not given),0.33
CCOC(=O)CSc1nnc(CNc2cccc(Cl)c2)n1C,1.1
O=C(Nc1nc2ccccc2n1Cc1ccccc1)c1ccc(COc2ccccc2[N+](=O)[O-])o1,-2.6
CCn1c(C(=O)N2CCC(C(=O)NCCCSC3CCCCC3)CC2)cc2sccc21,-7*
Clc1ccc2[nH]cc(-c3nnnn3-c3ccc4ccccc4c3)c2c1,0.078
CC(C)n1c(N2CCN(CC(=O)Nc3ccc4c(c3)OCCO4)CC2)nc2ccccc21,-3
COc1ccc(OC)c(NC(=O)C2C3CCC(C3=C(C)C)C2C(=O)O)c1 (stereo not given),0.27
CC(C)Oc1ccc2c3c(c(=O)oc2c1)CCC3,-0.58
O=C(CN1C(=O)c2cccc3cccc(c23)C1=O)N1CCCCCC1,0.0029
